Assay outcomes: PubChem BioAssay, National Center for Advancing Translational Sciences (NCATS)
Tau fil binding: binders of human tau filaments | hit rate 2% among 71,000 | P10636 | AID 596 | recombinant tau filaments, thioflavin S fluorescence, 15 h; filaments grown with octadecylsulfate alongside compound | Potency, µM (series often up to 57.1 µM), for inactives: top-dose activity change, negative = inhibition;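 note: potency is the fitted concentration of half-maximal effect; % is set by controls: 0 for no effect and ±100 for the full control effect; actives lower thioflavin S fluorescence by blocking filaments or displacing dye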
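Tau 2 uM in ThS buffer dispensed; compound added; 60 uM ODS added (finals 1 uM tau, 30 uM ODS); 15 h 37 C; fluor ex450/em510.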
CRE-bla Fsk: CRE-bla signaling modulation under forskolin stimulation. CHO CRE-bla reporter (cAMP response element driving beta-lactamase), forskolin EC10, beta-lactamase ratio. Potency, µM (titrated, usually from 38.2 µM), inactives show top-dose activity change, negative = inhibition, most hits filed as activators. AID 662. hit rate 2.5% among 71,000; active = well fitted activation curve with a large enough effect in the signal ratio, with a control signal flat, not every such curve was filed as active; inconclusive = small, poorly fitted or top-dose-only effect, or effect the other way, or a change in a side signal; the % refers to the signal ratio; note: potency is the fitted concentration of half-maximal effect; % of control where 0% means no effect
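The 460nm/530nm emission ratio after CCF4 loading defined %Activity, from which AC50 values were obtained. CRE-bla CHO cells received compound dilution series together with an EC10 level of NKH 477 for 3 hours at 37 degrees Celsius.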
Caspase-1 inhib: caspase-1 (human) inhibition, allosteric or competitive; Potency, µM (doses to about 57.5 µM), for the others: at the top dose activity change, negative = inhibition, usual class: inhibitors; AID 900; Caspase-1 enzyme, Ac-WEHD-AFC fluorogenic rate; P29466; hit rate 0.03% among 75,000;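 note: potency is the fitted concentration of half-maximal effect; plate controls were vehicle for no effect and no substrate for full effect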
Casp7 inh: blocks human caspase-7 allosterically or competitively | P55210 | recombinant caspase-7, Ac-DEVD-AFC fluorescence rate | Potency, µM (titrated, usually from 57.5 µM), for the others: at the top dose activity change, negative = inhibition, usual class: inhibitors | hit rate 0.02% among 75,000; active = well fitted inhibition curve with a large enough effect in the main read-out, with a control signal flat, not every such curve was filed as active; inconclusive = small, poorly fitted or top-dose-only effect, or a change in a side signal; note: potency is the fitted concentration of half-maximal effect; % of control where 0% means no effect
BRCT PPI green: blocks human BRCA1 BRCT binding to phosphopeptide, green readout; P38398; Potency, µM (titrated, usually from 76.9 µM), for inactives: at the top dose activity change, negative = inhibition, hits mostly inhibitors; BRCA1 BRCT-phosphopeptide binding, green fluorescence polarization; hit rate 0.05% among 75,000; AID 875;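 note: potency is the fitted concentration of half-maximal effect; plate controls were peptide without protein for full effect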
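Fluorescence polarization: His-tagged BRCT (~35 kDa BRCA1 C-terminus, 250 nM) bound to 100 nM fluorescein-labeled phosphorylated 10-aa BACH1 peptide, pH 7.3 phosphate buffer with DTT and Tween 20. Compounds incubated 12 min at room temperature; inhibition read as lowered polarization.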
USP2a inhib: blocks human ubiquitin-specific protease USP2a. O75604. USP2a enzymatic assay, qHTS inhibition. Potency, µM (titrated, usually from 38.3 µM), for inactives: at the top dose activity change, negative = inhibition, hits mostly inhibitors. hit rate 0.1% among 60,000. AID 927;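 note: potency is the fitted concentration of half-maximal effect; nearly all actives have a fitted effect of over 60% in size; plate controls were DMSO for no effect and NEM full inhibition control for full effect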
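USP2 core (20nM final) preincubated 30 min RT with compound, then Ub-PLA2 20nM and NBD C6-HPC 20uM final added; buffer 20mM Tris-HCl pH 8.0, 2mM CaCl2. Fluorescence Ex 460/Em 535 read at 0 and 2.5 h; normalized to NEM.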
FLuc inh: inhibitors of firefly luciferase | hit rate 2.2% among 72,000 | AID 411 | P08659 | purified firefly luciferase, luminescence, 8 min | Potency, µM (series often up to 57.1 µM), inactives show at the top dose activity change, negative = inhibition, hits mostly inhibitors; note: potency is the fitted concentration of half-maximal effect; % is set by controls: 0 for no effect and ±100 for the full control effect; nearly all actives have a fitted effect of over 40% in size
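Titration-based qHTS; buffer 50 mM imidazole pH 7.2, 50 mM KCl, 7 mM MgCl2, 10 uM ATP, 0.01% Tween 20, 0.05% BSA; luciferase/luciferin detector mix added after compound; 8 min, ambient; luminescence.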
ERK AVP block: inhibitors of vasopressin-stimulated ERK signaling pathway; HEK293-V1b, vasopressin-stimulated pERK AlphaScreen; Potency, µM (series often up to 57.5 µM), for the others: top-dose activity, negative = inhibition, usual class: inhibitors; hit rate 0.99% among 72,000; AID 995; note: potency is the fitted concentration of half-maximal effect; % is set by controls: 0 for no effect and ±100 for the full control effect; nearly all actives have a fitted effect of over 55% in size
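Overnight-seeded V1b-HEK293 cells in 1% FBS got compound, then vasopressin (25 nM final, 5 min, 37C), then lysis buffer. AlphaScreen detection of phospho-ERK; activity normalized to basal and full-stimulation controls.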
A350 autofl: A350 region autofluorescence; hit rate 11% among 59,000; max dye-equivalent concentration, M; Compound autofluorescence, 340/450 nm, Alexa 350 dye-equivalents; hits give high values; AID 590; in the data active = max dye-equivalent concentration above about 10 nM; inconclusive = mostly about 1.1 nM to 9.6 nM
HEK293 cAMP ctrl: parental HEK293 cAMP activation (counter-screen) | parental HEK293 CNG cAMP sensor, membrane potential fluorescence | Potency, µM (doses to about 57.1 µM), for inactives: top-dose activation, actives largely listed as activators | hit rate 2.5% among 73,000; note: potency is the fitted concentration of half-maximal effect; % of control where 0% means no effect; nearly all actives have a fitted effect of over 55% in size
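Parental HEK 293 cells stably expressing a cAMP-gated CNG channel were loaded with membrane potential dye containing 100 uM RO 20-1724 for 60 min. Compound added for 30 min; depolarization read as fluorescence intensity at 590 nm.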
BRCT PPI red: BRCT-phosphoprotein interaction inhibition (red fluorophore). P38398. BRCT-phosphopeptide binding, red fluorescence polarization. Potency, µM (highest dose often 76.9 µM), for inactives: at the top dose activity change, negative = inhibition, most hits filed as inhibitors. hit rate 0.03% among 75,000. AID 892; note: % is set by controls: 0 for no effect and ±100 for the full control effect
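Fluorescence polarization: 100 nM His-tagged BRCA1 BRCT with 100 nM TAMRA-labelled phospho-BACH1 decapeptide, phosphate buffer pH 7.3 with 150 mM NaCl, DTT, 0.01% Tween 20; 12 min RT. Binding inhibition seen as FP decrease.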
* marks the source's active call; other numbers are inactive results; i = inactive; ? = inconclusive; / = no result given; [ ] = another dose, or the depositor's remark. Unless noted, calls come from the whole dose curve; as a rule, active = well fitted curve in the direction sought with a large enough effect; inconclusive = small, poorly fitted or top-dose-only effect, or another doubt; inactive = no such curve, though single readings can be large; an effect the other way counts as inactive or inconclusive.

Each structure is followed by: Tau fil binding	CRE-bla Fsk	Caspase-1 inhib	Casp7 inh	BRCT PPI green	USP2a inhib	FLuc inh	ERK AVP block	A350 autofl	HEK293 cAMP ctrl	BRCT PPI red
1. Cc1csc2nc(CSc3nncn3-c3ccccc3)c(Br)n12
  1.2%	?	-1.3%	-1.4%	-1.6%	0.0%	3.6%	-15.8%	i	-0.5%	0.1%
2. O=C(O)CCCCNS(=O)(=O)c1ccc(Cl)c(C(F)(F)F)c1
  -0.5%	-3.7%	-3.2%	1.6%	-1.9%	-2.0%	0.0%	7.7%	i	8.6%	-1.5%
3. O=c1[nH]nc2c3ccccc3cnn12
  -0.3%	2.8%	0.9%	-0.6%	0.5%	-3.0%	0.6%	-9.0%	i	-12.9%	0.8%
4. Cc1ccc(C)c(N2CCN(CCCNC(=O)Cn3cc4c(n3)CCC(C)C4)CC2)c1 (stereo unspecified)
  83.7%	-8.9%	-1.0%	-1.0%	-1.7%	/	-1.1%	-14.5%	/	?	-0.6%
5. Cc1ccc(C(=O)N2CCN(C(=O)CN3CCCC3)C2)cc1
  -5.2%	-1.8%	-0.5%	-1.8%	-2.4%	30.8%[activator]	0.5%	-2.8%	?	5.4%	0.1%
6. CCCCN(C)CCCNC(=O)CCn1nc(-c2ccccc2)ccc1=O
  -2.4%	-0.3%	0.3%	0.6%	-0.1%	37.6%[activator]	3.4%	1.4%	?	13.4%	-1.3%
7. COc1ccc(OC)c(C(c2nnnn2C2CCCC2)N2CCN(c3ccccc3F)CC2)c1 (stereo unspecified)
  -10.9%	-10.4%	-1.6%	0.5%	-1.0%	6.5%	2.2%	10.6%	i	?	-1.4%
8. O=C(NCC1CCCO1)C1CCN(S(=O)(=O)N2CCCC2)CC1 (stereo unspecified)
  -26.1%	-9.1%	1.2%	1.0%	-0.3%	2.9%	0.6%	3.5%	i	12.3%	-0.6%
9. CCn1c(NCc2ccco2)nc2c1c(=O)n(C)c(=O)n2C
  1.8%	?	-1.3%	-0.5%	-1.3%	-5.8%	4.1%	-11.8%	i	-4.2%	-1.0%
10. O=C(NCc1ccco1)C1CCN(c2nnc(-n3cccc3)s2)CC1
  7.3%	-10.5%	-0.8%	-2.6%	-1.2%	/	-4.7%	-16.5%	/	0.3%	-0.1%
11. CCS(=O)(=O)n1nc(-c2ccc(Cl)cc2)nc1N
  17.3%	2.9%	1.8%	-1.7%	-1.2%	/	-2.7%	-9.5%	/	15.5%	-4.1%
12. Cn1c(=O)c2cc(S(=O)(=O)Nc3cccc(F)c3)ccc2n(C)c1=O
  0.7%	-14.9%	-12.6%	-5.5%	0.1%	9.1%	0.8%	5.1%	i	-3.2%	-0.4%
13. CCCC(=O)Nc1ccc2nc(SCC(=O)Nc3nccs3)sc2c1
  -2.9%	-5.6%	-0.1%	-1.3%	-1.8%	13.2%	-1.1%	-8.5%	i	-4.9%	0.0%
14. CC(NC(=O)c1cccc(N2CCCC2=O)c1)c1ccc2c(c1)OCCO2 (stereo unspecified)
  4.5%	?	2.2%	0.3%	2.5%	12.2%	-2.1%	7.3%	i	13.4%	-1.2%
15. O=C(COn1nnc2ccc(Cl)cc21)NCc1ccccc1
  -10.9%	-8.4%	-2.6%	-0.3%	-0.6%	5.0%	-3.1%	-3.0%	i	6.5%	2.3%
16. CNC(=O)N(O)C1N(C)C(=O)N(Cc2ccccc2)C1(C)C (stereo unspecified)
  17.4%	-3.9%	0.5%	2.5%	0.7%	5.9%	2.1%	1.7%	i	4.6%	0.5%
17. CC1CCC2C(=O)N3C(CCC(C)[C@@H]3c3ccc(-c4ccco4)cc3)C(=O)N2C1c1cccc(N2CCCC2=O)c1 (stereo partly specified)
  /	/	-2.5%[11.5 µM]	1.0%[11.5 µM]	0.6%[15.4 µM]	/	/	22.3%[11.5 µM]	/	-0.8%[11.4 µM]	1.8%[15.4 µM]
18. COCCn1c(=O)c(-c2cccc(Cl)c2)nc2cncnc21
  22.4%	?	?	-29.0%	-2.4%	15.8%	1.6%[11.4 µM]	-14.9%	?	13.2%	-0.9%
19. Cn1c(=O)c(C(=O)c2ccccc2)nc2ccccc21
  -14.0%	3.3%	-4.6%	-4.6%	0.9%	0.6%	0.6%	-23.4%	?	5.9%	0.4%
20. O=C1CCC(C(=O)NCCCn2ccnc2)N1 (stereo unspecified)
  -1.3%	-5.8%	-0.3%	1.5%	-0.6%	-0.6%	0.8%	-8.6%	i	1.3%	-1.8%
21. Cc1cc(=O)[nH]c(SCC(=O)N2c3ccccc3CC2C)n1 (stereo unspecified)
  9.1%	0.4%	0.0%	-0.5%	-1.7%	8.7%	4.2%	-6.3%	i	13.5%	0.2%
22. CC(C)OP(=O)(c1ccc(N(C)C)cc1)C(O)c1ccncc1 (stereo unspecified)
  3.7%	19.5%	0.6%	-3.1%	-1.5%	6.5%	3.6%	-11.6%	?	-6.2%	-1.4%
23. CCOc1ccc(CCNC(=O)C2CCN(c3nn4c(=O)cc(C)nc4s3)CC2)cc1OCC
  0.9%	?	-0.8%	-2.5%	-0.4%	20.9%	4.7%	-21.0%	i	2.9%	0.5%
24. CCc1c(C)nc(SCC(=O)Nc2cccc(Br)c2)[nH]c1=O
  ?	?	-2.0%	0.0%	-2.7%	-4.2%	2.4%	-14.6%	i	13.4%	-0.1%
25. CCN1C(=O)[C@H]2[C@H]3[C@H](O)[C@H](O)C/C(=N/O[C@@H](C)c4cn([C@H]5COC[C@H]5O)nn4)[C@@H]3CC[C@@H]2C1=O
  /	/	-3.9%[11.5 µM]	0.9%[11.5 µM]	2.8%[15.4 µM]	/	1.4%[11.4 µM]	-10.3%[11.5 µM]	/	-6.1%[11.4 µM]	1.9%[15.4 µM]
26. COc1ccc(Cn2c(=O)[nH]c3cc(C(=O)NCCCN4CCCCC4)ccc3c2=O)cc1
  18.8%	-1.9%	0.1%	0.6%	0.3%	10.4%	3.4%	16.2%	3.45e-08M*	9.4%	0.0%
27. Cc1ccc(S(=O)(=O)Nc2ccc3oc(=O)sc3c2)c(C)c1
  0.6%	?	-2.6%	/	0.3%	11.7%	-1.5%	26.3%	i	3.3%	-0.3%
28. O=C(O)C1CCCCC1C(=O)Nc1cccc(C(=O)N2CCCCC2)c1 (stereo unspecified)
  -2.2%	-9.4%	0.6%	-0.2%	-4.6%	-6.0%	0.1%	-10.3%	i	2.2%	-1.2%
29. c1ccc2c(-n3cnnn3)cccc2c1
  5.0%	-7.2%	0.8%	1.7%	-1.9%	-5.1%	0.0%	6.9%	i	9.4%	1.1%
30. COc1ccc(NC(=O)c2cc(-c3cccs3)on2)cc1OC
  -2.0%	27.5%	-1.0%	-0.7%	-0.7%	8.9%	-1.8%	15.5%	3e-08M*	7.2%	-0.3%

Remaining list, next part.
Each structure is followed by: Tau fil binding	CRE-bla Fsk	Caspase-1 inhib	Casp7 inh	BRCT PPI green	USP2a inhib	FLuc inh	ERK AVP block	A350 autofl	HEK293 cAMP ctrl	BRCT PPI red
31. COc1ccc(CC(=O)NCc2nnc(SCCOc3ccccc3)n2C)cc1
  -5.3%	-1.9%	0.0%	-1.3%	-0.1%	-1.3%	0.7%	-14.3%	i	6.1%	-1.1%
32. CCn1c(COc2ccc3c(c2)OCO3)nnc1SCC(=O)c1ccccc1
  5.7%	-5.2%	-2.3%	-2.7%	-0.7%	7.3%	-2.7%	-27.9%	?	19.5%	-1.7%
33. Cc1cc(C)c(S(=O)(=O)Nc2ccc[nH]c2=O)c(C)c1
  -1.7%	0.4%	-0.2%	-1.9%	-1.4%	3.1%	0.1%	-12.8%	i	1.2%	0.1%
34. CC(=O)c1cc2c(O)c(O)ccc2o1
  2.9%	?	-1.7%	-4.8%	-0.7%	-9.5%	-0.4%	-6.4%	2.45e-08M*	4.1%[2.29 µM]	-0.1%
35. C=CCOC(=O)COCCC(C)C
  13.7%	-7.9%	-0.8%	-0.3%	0.3%	/	/	19.3%	/	1.1%	-2.7%
36. COC(=O)c1ccc(COc2ccc3c4c(c(=O)oc3c2)CCC4)o1
  110.3%	13.1%	-0.5%	-1.8%	0.2%	-3.2%	-3.0%	-25.8%	6.45e-08M*	?	-1.0%

Compounds were not picked by outcome; about 16% have a hit in one of these screens.
